SUMO1 PPI mod – modulators of SUMO1 protein-protein interactions, primary screen, biochemical, uHTS. inhibition, % at 20 µM. actives 0.33% (n = 360,000). SUMO1 binding to a labelled peptide, TR-FRET, 1 h. Small ubiquitin-related modifier 1 (Homo sapiens), P63165. AID 602429, 2012; in the data active = inhibition above about 37%
TbMetRS inhib – T. brucei MetRS inhibitors, primary screen, biochemical, luminescence | methionyl-tRNA synthetase (Trypanosoma brucei brucei) | purified T. brucei MetRS, ATP depletion, Kinase-Glo luminescence | inhibition, % at 11.9 µM | actives 0.4% (n = 360,000) | AID 624268, 2012;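 active = inhibition above a per-plate cutoff of the control wells' mean inhibition plus 3 SD, cut at about 5.5% in these data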;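 also: 0% = DMSO wells median and 100% = median of wells with control inhibitor compound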
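Material: parasite MetRS enzyme / Replication: singlicate, one well per compound / Signal: luminescence of leftover ATP / Schedule: 2 h aminoacylation at 25 °C after 15 min preincubation / Medium: HEPES-MgCl2-KCl buffer plus DTT, spermine, BSA, pyrophosphatase / Doses: 11.9 µM single point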
NadD inh – inhibitors of S. aureus NadD, primary screen, biochemical, colorimetric, uHTS | Nicotinate-nucleotide adenylyltransferase NadD (Staphylococcus aureus N315) | purified NadD enzyme, colorimetric absorbance read-out | inhibition, % at 20 µM | actives 0.78% (n = 360,000); in the data active = inhibition above about 26%; also: some compounds past the cut are filed as inactive
CSN deneddyl inh – inhibitors of CSN-mediated cullin deneddylation, primary screen, biochemical, fluorescence polarization, uHTS. actives 0.38% (n = 360,000). COP9 signalosome complex subunit 5 (Homo sapiens), Q92905. AID 651999, 2013. Purified CSN, SCF-Nedd8-OG deneddylation. inhibition, % at 12.5 µM;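 active = pattern-corrected inhibition above about 35%, with an unprinted fluorescence ratio check between 0.5 and 1.5, limit read from the data, passing the limit was not always enough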;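 also: 0% = enzyme with substrate and 100% = substrate without enzyme; some results filed as inactive read as strong as hits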
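Test system: Human Csn5 produced in HEK293T cells | Compound: 12.5 µM single point | Times: 90 min, room temperature | Signal: Fluorescence polarization readout | Read-out basis: % inhibition of substrate cleavage by Csn5 | Controls: no-enzyme wells high, enzyme-with-substrate wells low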
Rpn11 inh – Rpn11 (PSMD14) deubiquitinase inhibitors, primary screen, biochemical, fluorescence polarization, uHTS | 26S proteasome non-ATPase regulatory subunit 14 (Homo sapiens), O00487 | calls only at 20 µM | actives 0.59% (n = 360,000) | human 26S proteasome, Ub4-pepOG fluorescence polarization; 20S core pre-blocked with epoxomicin;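 active = inhibition at 20 µM, scaled to each plate's controls, above about 33%, limit read from the data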
Target sequence (O00487 whole entry, looked up): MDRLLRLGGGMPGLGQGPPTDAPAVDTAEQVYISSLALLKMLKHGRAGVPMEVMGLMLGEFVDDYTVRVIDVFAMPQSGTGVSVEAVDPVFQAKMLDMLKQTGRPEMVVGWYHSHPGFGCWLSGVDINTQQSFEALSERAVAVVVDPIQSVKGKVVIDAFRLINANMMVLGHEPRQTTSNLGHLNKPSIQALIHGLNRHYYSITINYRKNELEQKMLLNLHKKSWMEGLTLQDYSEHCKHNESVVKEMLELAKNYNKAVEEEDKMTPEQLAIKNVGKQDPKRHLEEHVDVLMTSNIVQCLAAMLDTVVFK
Scp1 inh – Scp-1 phosphatase inhibitors, primary screen, biochemical, colorimetric, uHTS | Recombinant Scp1, phosphopeptide, malachite green phosphate absorbance | inhibition, % at 20 µM | actives 0.88% (n = 340,000) | AID 493091, 2011;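 active = inhibition above about 50% at 20 µM, limit read from the data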;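 also: plate controls were DMSO wells with enzyme for no effect and wells lacking enzyme for full effect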
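Material: truncated SCP-1 phosphatase (76-261aa) / Buffer or medium: 50 mM Tris acetate pH 5.5, 0.005% Tween-20, 10 mM MgCl2 / Compound dosing: one concentration, 20 µM, with 1.0% DMSO / Incubation: 45 min room-temperature reaction, 5 min colour, 30 min stabiliser / Detection: colorimetric free-phosphate detection, absorbance 630 nm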
DNMT1 inh – human DNMT1 methyltransferase inhibitors, primary screen, biochemical, molecular beacon, fluorescence, HinP1I cleavage, uHTS; DNA (cytosine-5)-methyltransferase 1 (Homo sapiens), P26358; inhibition (reported as % activation of signal), % at 10 µM; actives 0.83% (n = 360,000); in the data active = inhibition above about 50%
LMPTP block – LMPTP phosphatase inhibitors, primary screen, biochemical, fluorescence intensity, uHTS. Low molecular weight phosphotyrosine protein phosphatase (Homo sapiens), P24666. recombinant LMPTP-A, OMFP fluorogenic substrate. inhibition, % at 20 µM. actives 0.22% (n = 360,000);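 active = compounds that cut the enzyme signal by at least half of the control window in the single-dose screen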;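 also: plate controls were DMSO wells with enzyme plus substrate for no effect and substrate without enzyme for full effect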
Target sequence (P24666 whole entry, looked up): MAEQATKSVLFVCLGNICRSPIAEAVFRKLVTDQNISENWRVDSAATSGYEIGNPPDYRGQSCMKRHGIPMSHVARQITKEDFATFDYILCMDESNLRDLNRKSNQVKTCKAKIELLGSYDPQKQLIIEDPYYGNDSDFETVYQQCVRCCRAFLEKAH
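Test system: LMPTP-A phosphatase enzyme; input: 0.625 nM LMPTP-A final; reagent: OMFP substrate, 400 µM final; compound dosing: 20 µM single dose, 3% DMSO; incubation: 50 min dark incubation at room temperature; measured by: endpoint fluorescence intensity from OMFP dephosphorylation; measure: % inhibition relative to no-enzyme and uninhibited control wells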
STEP inh – STEP phosphatase inhibitors, primary screen, biochemical, fluorescence intensity, uHTS; Tyrosine-protein phosphatase non-receptor type 5 (Homo sapiens), P54829; recombinant STEP, OMFP fluorogenic substrate; inhibition, % at 20 µM; actives 0.25% (n = 360,000); AID 588621, 2011;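 active = inhibition at 20 µM, scaled per plate between control wells, above about 37%, limit read from the data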;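 also: 0% = DMSO with enzyme and substrate and 100% = substrate only without enzyme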
Target sequence (P54829 whole entry, looked up): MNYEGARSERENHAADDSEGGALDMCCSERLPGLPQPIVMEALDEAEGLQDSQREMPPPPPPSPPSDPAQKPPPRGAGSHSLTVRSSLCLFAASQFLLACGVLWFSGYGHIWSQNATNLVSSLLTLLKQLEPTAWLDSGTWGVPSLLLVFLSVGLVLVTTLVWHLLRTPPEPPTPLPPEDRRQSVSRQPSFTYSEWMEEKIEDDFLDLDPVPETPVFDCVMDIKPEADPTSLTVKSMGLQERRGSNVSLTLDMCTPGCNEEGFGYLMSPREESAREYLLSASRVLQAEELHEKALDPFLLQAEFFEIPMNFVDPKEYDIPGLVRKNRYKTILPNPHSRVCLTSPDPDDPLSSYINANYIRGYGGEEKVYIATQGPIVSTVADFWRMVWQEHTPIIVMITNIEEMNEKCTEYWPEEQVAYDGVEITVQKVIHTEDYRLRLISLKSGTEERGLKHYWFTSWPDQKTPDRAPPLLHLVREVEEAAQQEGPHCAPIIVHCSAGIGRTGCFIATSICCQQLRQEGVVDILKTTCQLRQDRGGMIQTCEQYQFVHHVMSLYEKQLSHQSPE
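Material: STEP (striatal-enriched tyrosine phosphatase) enzyme, cell-free | Medium: 50 mM Bis-Tris pH 6.0 with 2.5 mM DTT and 0.005% Tween 20 | Read-out: Percent inhibition scaled to no-enzyme and uninhibited-enzyme controls, plate-pattern corrected | Signal: Fluorescence read at 480 nm ex / 540 nm em | Times: 20 min reaction, room temperature, in the dark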
MsrA inh – bovine MsrA enzyme inhibitors, primary screen, biochemical, absorbance, HTS; Methionine sulfoxide reductase A (Bos taurus); purified bovine MsrA, absorbance read-out; inhibition, % at 15.5 µM; actives 0.75% (n = 360,000); AID 651718, 2012; in the data active = inhibition above about 4.5%;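 also: 0% = vehicle wells with enzyme and 100% = reference inhibitor wells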
Starred values were filed as active, the others as inactive.

How did COC(=O)C1CCN(C(=O)COC(=O)/C=C/c2ccc(O)c(OC)c2)CC1 do in these assays?
SUMO1 PPI mod: -10; TbMetRS inhib: -0.3; NadD inh: -4; CSN deneddyl inh: 0; Rpn11 inh: inactive; Scp1 inh: -5; DNMT1 inh: 0; LMPTP block: -0.8; STEP inh: -1; MsrA inh: 2.9

What do the screens show for `Cc1ccc(C(=O)c2coc3c2C(=O)C(=O)c2ccccc2-3)cc1`?
SUMO1 PPI mod: -22; TbMetRS inhib: -0.1; NadD inh: -2; CSN deneddyl inh: 6; Rpn11 inh: inactive; Scp1 inh: -10; DNMT1 inh: -6; LMPTP block: 1.4; STEP inh: 18; MsrA inh: 0.3

How did Cc1cc(C(=O)NC(=S)Nc2cccc(NC(=O)C(C)C)c2)ccc1[N+](=O)[O-] do in these assays?
SUMO1 PPI mod: -16; TbMetRS inhib: -1.1; NadD inh: -4; CSN deneddyl inh: -8; Rpn11 inh: inactive; Scp1 inh: -2; DNMT1 inh: -2; LMPTP block: 0.5; STEP inh: -2; MsrA inh: 1.1

Results for COCC(C)N=CC1=C(O)CC(C)(C)CC1=O (configuration not stated) ?
SUMO1 PPI mod: 1; TbMetRS inhib: -0.5; NadD inh: -3; CSN deneddyl inh: -2; Rpn11 inh: inactive; Scp1 inh: -3; DNMT1 inh: 3; LMPTP block: 1.1; STEP inh: 2; MsrA inh: -0.3

How did CCCCCCCNC(=O)C1(CC2CC(c3ccccc3)=NO2)CCNCC1 (configuration not stated) do in these assays?
SUMO1 PPI mod: -12; TbMetRS inhib: -0.5; NadD inh: -2; CSN deneddyl inh: 4; Rpn11 inh: inactive; Scp1 inh: -5; DNMT1 inh: 5; LMPTP block: -0.5; STEP inh: 0; MsrA inh: -1.3

What do the screens show for `CCCCNC(=O)Cn1cnc2sc(C)c(S(=O)(=O)N3CCN(c4ncccn4)CC3)c2c1=O`?
SUMO1 PPI mod: 5; TbMetRS inhib: -0.7; NadD inh: -4; CSN deneddyl inh: 4; Rpn11 inh: inactive; Scp1 inh: 1; DNMT1 inh: -1; LMPTP block: -1.9; STEP inh: -2; MsrA inh: 0.7

What do the screens show for `O=C(c1ccccc1)N1CCn2c1nc1ccccc12`?
SUMO1 PPI mod: 5; TbMetRS inhib: 0.2; NadD inh: -1; CSN deneddyl inh: -1; Rpn11 inh: inactive; Scp1 inh: -6; DNMT1 inh: 1; LMPTP block: -0.2; STEP inh: -2; MsrA inh: 0.3

Results for CNC(=O)c1c2c(nc3ccc(Br)cc13)CCCC2 ?
SUMO1 PPI mod: -2; TbMetRS inhib: -0.2; NadD inh: 1; CSN deneddyl inh: 4; Rpn11 inh: inactive; Scp1 inh: -1; DNMT1 inh: 4; LMPTP block: 1.9; STEP inh: -2; MsrA inh: 0.4

What do the screens show for `O=[N+]([O-])c1cccc(S(=O)(=O)c2ccc(NCCOCCO)c([N+](=O)[O-])c2)c1`?
SUMO1 PPI mod: -31; TbMetRS inhib: -0.6; NadD inh: -5; CSN deneddyl inh: -2; Rpn11 inh: inactive; Scp1 inh: -2; DNMT1 inh: 1; LMPTP block: -0.1; STEP inh: 0; MsrA inh: -1.1

How did O=c1cc(CN2CCN(Cc3ccccc3)CC2)c2cc(Cl)ccc2o1 do in these assays?
SUMO1 PPI mod: -5; TbMetRS inhib: -0.5; NadD inh: -5; CSN deneddyl inh: 0; Rpn11 inh: inactive; Scp1 inh: -2; DNMT1 inh: 2; LMPTP block: -3.0; STEP inh: -2; MsrA inh: 0.8

The list goes on, starting with the last two of the part before.
What do the screens show for `O=[N+]([O-])c1cccc(S(=O)(=O)c2ccc(NCCOCCO)c([N+](=O)[O-])c2)c1`?
SUMO1 PPI mod: -31; TbMetRS inhib: -0.6; NadD inh: -5; CSN deneddyl inh: -2; Rpn11 inh: inactive; Scp1 inh: -2; DNMT1 inh: 1; LMPTP block: -0.1; STEP inh: 0; MsrA inh: -1.1

How did O=c1cc(CN2CCN(Cc3ccccc3)CC2)c2cc(Cl)ccc2o1 do in these assays?
SUMO1 PPI mod: -5; TbMetRS inhib: -0.5; NadD inh: -5; CSN deneddyl inh: 0; Rpn11 inh: inactive; Scp1 inh: -2; DNMT1 inh: 2; LMPTP block: -3.0; STEP inh: -2; MsrA inh: 0.8

How did COc1ccc(N(CC(=O)Nc2ccccc2F)S(=O)(=O)c2ccc(C)c([N+](=O)[O-])c2)cc1 do in these assays?
SUMO1 PPI mod: -5; TbMetRS inhib: -0.8; NadD inh: -12; CSN deneddyl inh: 2; Rpn11 inh: inactive; Scp1 inh: -5; DNMT1 inh: 0; LMPTP block: 0.3; STEP inh: 0; MsrA inh: 0.4

How did Cc1ccc(NC(=O)CN2C(=O)N/C(=C\c3cccnc3)C2=O)cc1 do in these assays?
SUMO1 PPI mod: -12; TbMetRS inhib: 0.1; NadD inh: -1; CSN deneddyl inh: -6; Rpn11 inh: inactive; Scp1 inh: -8; DNMT1 inh: -2; LMPTP block: 0.3; STEP inh: -1; MsrA inh: 2.6

Results for COc1ccccc1CNC(=S)Nc1ccc2nc(N3CCN(C)CC3)cc(C)c2c1 ?
SUMO1 PPI mod: -2; TbMetRS inhib: -0.1; NadD inh: -6; CSN deneddyl inh: -4; Rpn11 inh: inactive; Scp1 inh: -4; DNMT1 inh: -3; LMPTP block: -2.7; STEP inh: 5; MsrA inh: -0.9

How did CCC1=C(OC(=O)N(CC)CC)N2C(=O)OC(=NCCc3c[nH]c4ccccc34)[C@]2(Cc2ccccc2)[C@H]2C1=CC[C@H]1C(=O)N(CC(=O)OC)C(=O)[C@H]12 do in these assays?
SUMO1 PPI mod: 9; TbMetRS inhib: -0.1; NadD inh: 5; CSN deneddyl inh: -1; Rpn11 inh: inactive; Scp1 inh: 0; DNMT1 inh: -18; LMPTP block: 2.3; STEP inh: 1; MsrA inh: 0.2

What do the screens show for `C=CCn1c(=O)c(C(=O)Nc2ccc(C)cn2)c(O)c2ccccc21`?
SUMO1 PPI mod: 2; TbMetRS inhib: -0.4; NadD inh: 10; CSN deneddyl inh: 3; Rpn11 inh: inactive; Scp1 inh: -2; DNMT1 inh: -7; LMPTP block: -0.5; STEP inh: 3; MsrA inh: -1.1

Results for CC(C)Nc1nc(-c2cccnc2)nc(-c2ccccc2)c1C#N ?
SUMO1 PPI mod: -1; TbMetRS inhib: -0.8; NadD inh: -1; CSN deneddyl inh: 1; Rpn11 inh: inactive; Scp1 inh: -4; DNMT1 inh: 3; LMPTP block: 1.2; STEP inh: 0; MsrA inh: 0.2

How did Cc1ccc(C(=O)C2=C(O)C(=O)N(c3ncccn3)C2c2ccc(F)cc2)o1 (configuration not stated) do in these assays?
SUMO1 PPI mod: -14; TbMetRS inhib: -1.3; NadD inh: 6; CSN deneddyl inh: 0; Rpn11 inh: inactive; Scp1 inh: -14; DNMT1 inh: 0; LMPTP block: -0.4; STEP inh: 0; MsrA inh: 0.0

How did COc1ccc(/C=N/NC(=O)c2cccc(NC(=O)c3ccccc3Cl)c2)c(OC)c1 do in these assays?
SUMO1 PPI mod: 0; TbMetRS inhib: -1.2; NadD inh: 13; CSN deneddyl inh: -9; Rpn11 inh: inactive; Scp1 inh: -1; DNMT1 inh: -1; LMPTP block: 2.7; STEP inh: -1; MsrA inh: 5.3*

Results for COc1ccc(-c2c(NC(=O)CC(C)C)n(C)c3ccccc3c2=O)cc1OC ?
SUMO1 PPI mod: 0; TbMetRS inhib: -1.1; NadD inh: -2; CSN deneddyl inh: 1; Rpn11 inh: inactive; Scp1 inh: -4; DNMT1 inh: -4; LMPTP block: -0.7; STEP inh: 2; MsrA inh: 4.1

How did Cc1cc(Cl)c2oc(C(=O)N3CCN(c4cnccn4)CC3)c(C)c2c1 do in these assays?
SUMO1 PPI mod: 7; TbMetRS inhib: 0.0; NadD inh: 1; CSN deneddyl inh: 0; Rpn11 inh: inactive; DNMT1 inh: 1; LMPTP block: -0.3; STEP inh: 1; MsrA inh: -1.7

How did O=C(COC(=O)c1cccs1)Nc1ccccc1C(F)(F)F do in these assays?
SUMO1 PPI mod: 0; TbMetRS inhib: -0.1; NadD inh: -5; CSN deneddyl inh: 3; Rpn11 inh: inactive; Scp1 inh: -5; DNMT1 inh: -1; LMPTP block: 0.4; STEP inh: -1; MsrA inh: -0.3

What do the screens show for `C[C@@H]1CN([C@H](C)CO)C(=O)c2cc(C#Cc3ccccc3F)cnc2O[C@@H]1CN(C)S(=O)(=O)c1ccccc1F`?
SUMO1 PPI mod: 4; TbMetRS inhib: 0.5; NadD inh: -3; CSN deneddyl inh: -1; Rpn11 inh: inactive; DNMT1 inh: 2; LMPTP block: -1.8; STEP inh: 2; MsrA inh: -0.5

How did CN1CCc2c(C#N)c(N3CCCCC3)nc(NCc3ccccc3)c2C1 do in these assays?
SUMO1 PPI mod: -9; TbMetRS inhib: -0.4; NadD inh: -4; CSN deneddyl inh: -1; Rpn11 inh: inactive; Scp1 inh: -2; DNMT1 inh: -18; LMPTP block: 1.7; STEP inh: 1; MsrA inh: 0.6

Results for COc1ccc(N2C(=O)CC(N3CCN(S(=O)(=O)c4c(F)cccc4F)CC3)C2=O)cc1OC (configuration not stated) ?
SUMO1 PPI mod: 0; TbMetRS inhib: 0.4; NadD inh: 5; CSN deneddyl inh: 2; Rpn11 inh: inactive; Scp1 inh: 1; DNMT1 inh: -1; LMPTP block: -1.8; STEP inh: 2; MsrA inh: 0.2

What do the screens show for `CC1CC(=O)N(c2ccc(NCCc3ccc(O)cc3)c([N+](=O)[O-])c2)C1=O` (configuration not stated)?
SUMO1 PPI mod: -45; TbMetRS inhib: -0.8; NadD inh: 2; CSN deneddyl inh: -5; Rpn11 inh: inactive; Scp1 inh: -7; DNMT1 inh: -5; LMPTP block: 0.5; STEP inh: 1; MsrA inh: 0.7
